TSHR antag – Antagonists of the Thyroid Stimulating Hormone Receptor: HTS campaign; Thyrotropin receptor (Homo sapiens), P16473; TSHR-expressing cells, TSH-stimulated cAMP HTRF, 2 h; active compounds read low; activity change, negative = inhibition, % at 11.5 µM; actives 0.2% (n = 330,000);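 active = activity change below a set negative limit, meaning inhibition stronger than a set level, cut at about -70% in these data; inconclusive = activity change between two set negative limits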; also: % is scaled to controls: 0 for no effect and ±100 for the full control effect
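Read-out is FRET at 665 nm (cryptate excitation 337 nm) from a cryptate-tagged anti-cAMP antibody, competed by cell cAMP against cAMP-d2. Compounds are tested on freshly harvested TSHR cells challenged with 4nM TSH (EC80) for 2 hours at 37 deg C.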
CXXC DNA block – qHTS Fluorescence Polarization Assay for Inhibitors of MLL CXXC domain - DNA interaction | Potency, µM (titrated, usually from 115 µM), for the others: at the top dose activity change, negative = inhibition, usual class: inhibitors | actives 0.037% (n = 290,000) | MLL-CXXC / FITC-HOXA9 DNA fluorescence polarization | AID 2662, 2010 | Histone-lysine N-methyltransferase 2A (Homo sapiens), Q03164; active = well fitted inhibition curve with a large enough effect in the polarisation, with a control signal flat, not every such curve was filed as active; inconclusive = small, poorly fitted or top-dose-only effect, or effect the other way, or a change in a side signal; inactive = no such curve, though single readings can be large or run the other way; the % refers to the polarisation; also: potency is read from the fitted curve at half-maximal effect
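Steps: dispense CXXC domain solution (7 uM) → pin compounds or unlabeled HOX-A9 DNA control → 5 min ambient → add FLSN-HOX-A9 solution (50 nM) → spin → 30 min ambient → fluorescence polarization. Tris pH 7.5/NaCl/DTT/BSA buffer.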
Giardia kill – Small Molecules that selectively kill Giardia lamblia: qHTS; activity change, % at 7.66 µM, hits read low; actives 0.15% (n = 340,000); Giardia lamblia trophozoite viability; in the data active = activity change below about -80%; inconclusive = between about -30% and that limit;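 also: parasites exposed to compound for two days anaerobically before the ATP read; % is scaled to controls: 0 for no effect and ±100 for the full control effect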
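Trophozoite viability was measured as ATP-dependent luminescence, read 15-30 min after reagent addition. Before that, parasites at 100 cells/well were exposed to compounds for 48 h, anaerobically, at 37 deg C.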
Tb PFK block – qHTS Assay to Find Inhibitors of T. brucei phosphofructokinase; ATP-dependent 6-phosphofructokinase (Trypanosoma brucei brucei), O15648; T. brucei PFK, ADP-Glo luminescence; Potency, µM (titrated, usually from 57.5 µM), inactives show at the highest dose activity, negative = inhibition, hits mostly inhibitors; actives 0.17% (n = 330,000); AID 485367, 2010;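 also: potency is read from the fitted curve at half-maximal effect; 0% = uninhibited 1x PFK enzyme wells and -100% = no-enzyme wells; nearly all actives have a fitted effect of over 60% in size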
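Compounds were pin-transferred as a titration series up to 57 uM into substrate buffer (0.5 mM F6P, 0.1 mM ATP, pH 8.0), then 1.25 nM PFK was added and reactions ran 45 min before ADP-Glo detection.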
Coupling enz – qHTS Assay for Inhibitors of Fructose-1,6-bisphosphate Aldolase from Giardia Lamblia: Coupling assay counterscreen. actives 0.67% (n = 290,000). AID 2472, 2010. coupling enzyme system counterscreen, AmpLite Red fluorescence. activity change, negative = inhibition, % at 58.2 µM, hits read low; in the data active = activity change below about -30%; also: % is scaled to controls: 0 for no effect and ±100 for the full control effect
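Compounds tested against the coupling enzymes alone at 57.5 uM final; readout was AmpLite Red fluorescence (525/598 nm) after 20 min at RT.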
GALK inh – qHTS Assay for Inhibitors of Human Galactokinase (GALK) | Purified GALK, Kinase-Glo residual ATP luminescence | Potency, µM (series often up to 57.5 µM), for the others: at the highest dose activity change, negative = inhibition, most hits filed as inhibitors | actives 0.007% (n = 270,000) | AID 1868, 2009; also: potency is read from the fitted curve at half-maximal effect; % is scaled to controls: 0 for no effect and ±100 for the full control effect
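Luminescence from leftover ATP (Ultra-Glo luciferase/luciferin) served as read-out after a 1 h room-temperature reaction of 5 nM GALK with 35 uM ATP and 100 uM galactose.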
hERG WT inh – qHTS for Inhibitors of KCHN2 3.1: Wildtype qHTS; Voltage-gated inwardly rectifying potassium channel KCNH2 (Homo sapiens), Q12809; U2OS, BacMam KCNH2, thallium flux FluxOr; active compounds read low; activity change, % at 1.84 µM; actives 0.37% (n = 340,000);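 active = maximum activity change below -70%; inconclusive = maximum activity change between -70% and -50%; inactive = maximum activity change above -50%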; also: % is scaled to controls: 0 for no effect and ±100 for the full control effect
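U2OS cells transduced with wild-type KCNH2 virus are loaded with FluxOr dye for 45 min, and thallium flux is measured in kinetic reads before and after stimulation buffer. Rate constants are normalized to DMSO controls.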
A-T KAP1 phos – qHTS Assay for Identifying a Potential Treatment of Ataxia-Telangiectasia. Potency, µM (highest dose often 57.5 µM), for the others: top-dose activation, usual class: activators. AID 485349, 2010. […] A-T fibroblasts, KAP-1 phosphorylation AlphaLISA; neocarzinostatin DNA damage 30 min before lysis. actives 0.19% (n = 320,000); also: potency is read from the fitted curve at half-maximal effect; % of control where 0% means no effect; nearly all actives have a fitted effect of over 45% in size
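hTERT-immortalized A-T patient fibroblasts ([…]), 500 cells/well in OPTI-MEM, 1% FBS, got compounds for 60 min, then NCS for 30 min at 37C. Lysates were then assayed for phospho-KAP-1 by AlphaLISA (anti-pKAP1 donor, anti-KAP1 acceptor beads), 6 hr at 25C.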
BCR signal inh – qHTS Assay to Find Inhibitors of Chronic Active B-Cell Receptor Signaling; ABC-DLBCL IkBa-CBG/CBR reporter, luminescence ratio, 4 h; Potency, µM (series often up to 46.1 µM), for the others: at the highest dose ratio change, negative = lower green/red ratio, hits mostly inhibitors; actives 0.05% (n = 340,000); AID 493014, 2011; active = well fitted inhibition curve with a large enough effect in the signal ratio, with a control signal flat, not every such curve was filed as active; inconclusive = small, poorly fitted or top-dose-only effect, or effect the other way, or a change in a side signal; the % refers to the signal ratio;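 also: potency is read from the fitted curve at half-maximal effect; plate controls were basal doxycycline-induced cells for no effect and cells given 10 µM MG132 for full effect; MG132 reads +100%, hits lower the ratio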
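Cell line TMD8 (human ABC DLBCL), stably expressing tet-inducible CBG68-IkBa fusion and CBR; IMDM/0.5% FBS; cpd up to 46 uM; dox induction, 4 h, 37C/5% CO2; dual luminescence; green/red ratio; MG132 control.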
TCR act – Activators of T cell receptors: qHTS campaign; primary human leukocytes, anti-CD3, IL-2 HTRF, 48 h; Potency, µM (top dose mostly 9.22 µM), without a hit: top-dose activation of IL-2 secretion, most hits filed as activators; 330,000 tested, under 10 active; AID 504894, 2011; also: % of control where 0% means no effect
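IL-2 release read by HTRF sandwich (Eu cryptate donor, d2 acceptor, 665 nm emission) after 48 hr exposure of primary human leukocytes to compound together with anti-CD3 beads in the absence of co-stimulatory signals.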
Numbers without * were called inactive; ? = inconclusive; nt = no result given; & = joins results of further samples; [ ] = dose if it differs, or a comment. Unless noted, calls follow the shape of the dose curve; as a rule, active = well fitted curve in the direction sought with a large enough effect; inconclusive = small, poorly fitted or top-dose-only effect, or another doubt; inactive = no such curve, though single readings can be large; an effect the other way counts as inactive or inconclusive. The list is partial (hit frequency here may not be typical).

1) O=c1[nH]c(=O)n(CCc2ccccc2)c(O)c1C=NCCCn1ccnc1
2) CC12CN3CCN(C1)CC(C)(C3)C2=NN
3) COc1ccc(N2CC2c2ccncc2)cc1 (configuration not stated)
4) CCc1c(C)nc(N)nc1N1N=C1SCC(N)=O
5) CCC(=O)Nc1ccc(Cl)c(Cl)c1
6) CN1CCN(c2ccc(F)cc2N)CC1
7) O=P(c1ccccc1)(c1nc2ccccc2s1)N1CCOCC1 (configuration not stated)
8) Cc1cc(C)n2nc(SC(C)C(=O)N3CCC4(CC3)OCCO4)nc2n1 (configuration not stated)

assay / compound	1	2	3	4	5	6	7	8
TSHR antag	2	-4	1	12	nt	-2	0	12
CXXC DNA block	-4%	14%	-2%	2%	nt	8%	4%	1%
Giardia kill	-19	-9	33[activator]	1	-13	1	0	-22
Tb PFK block	-1%	-3%	-2%	-2%	nt	-1%	2%	1%
Coupling enz	0	-1	12	0	-1	0	3	0
GALK inh	-5%	10%	1%	3%	nt	3%	-2%	0%
hERG WT inh	4	-1	-11	-20	2	1	13	-11
A-T KAP1 phos	-3%	-11%	-2%	nt	nt	0%	-4%	1%
BCR signal inh	?	8%	-2%	?	nt	-6%	-1%	0%
TCR act	1%	2%	2%	0%	0%	5%	-10%	nt

Fetched one by one from above:
7) O=P(c1ccccc1)(c1nc2ccccc2s1)N1CCOCC1 (configuration not stated)
2) CC12CN3CCN(C1)CC(C)(C3)C2=NN
5) CCC(=O)Nc1ccc(Cl)c(Cl)c1

assay / compound	7	2	5
TSHR antag	0	-4	nt
CXXC DNA block	4%	14%	nt
Giardia kill	0	-9	-13
Tb PFK block	2%	-3%	nt
Coupling enz	3	-1	-1
GALK inh	-2%	10%	nt
hERG WT inh	13	-1	2
A-T KAP1 phos	-4%	-11%	nt
BCR signal inh	-1%	8%	nt
TCR act	-10%	2%	0%

Additional structures follow.
9) CC(=Nc1ccccc1N)c1c(O)n(C)c(=O)n(C)c1=O
10) COc1ccc(-c2nn(CCC#N)cc2C(=O)Nc2ccccc2Cl)cc1
11) O=C(Cc1ccccc1)N1CCN(Cc2cccc(Cl)c2)CC1
12) Cc1ccc(S(=O)(=O)N(C)C/N=C(\N)N[N+](=O)[O-])cc1
13) COC(=O)C1=C(c2ccc(F)cc2OCc2ccccc2)C[C@@H]2CC[C@H]1N2C(=O)N1CCOCC1
14) O=C1NC(=O)N(CCC2=CCCCC2)C(=O)/C1=C/c1cccs1
15) COc1cccc(C(=O)C2CCCN(Cc3ccon3)C2)c1 (configuration not stated)
16) COC(=O)Nc1ccc(N=C(N)N[N+](=O)[O-])cc1

assay / compound	9	10	11	12	13	14	15	16
TSHR antag	3	-35	10	4	-15	-16	3	4
CXXC DNA block	-3%	-2%	-1%	-6%	nt	?	5%	15%
Giardia kill	?	2	13	2	5	-3	3	10
Tb PFK block	-3%	5%	-3%	-1%	0%	-3%	-2%	-4%
Coupling enz	2	2	-4	-1	nt	5	2	3
GALK inh	6%	-6%	2%	-2%	nt	-6%	4%	0%
hERG WT inh	5	-17	-3	12	-32	-9	18	-2
A-T KAP1 phos	3%	-3%	?	3%	4%	-9%	2%	-8%
BCR signal inh	6%	?	3%	-6%	-8%	2%	-1%	1%
TCR act	-2%	3%	nt	5%	0%	-3%	3%	0%

17) Cc1ccc(-c2nc3ccccc3c(=O)n2-c2cccc(C)n2)cc1
18) Cc1ccc(CNC2=NCCS2)cc1
19) O=Cc1c(C(=O)O)n(Cc2ccc(F)cc2Cl)c2ccccc12
20) Cn1c(O)c(/C=N/c2ccccn2)c(=O)n(C)c1=O
21) C=CCN1CC[C@]23c4c5ccc(O)c4OC2[C@H](O)CC[C@@]3(O)[C@H]1C5 (some centres not stated)
22) CCOC(=O)c1nc2ccccc2c(=O)n1-c1cccc(C)c1
23) CCN1CC2C3CCC(C)(O3)C2C1 (configuration not stated)
24) CN(C)C(=O)Oc1ccc(OCc2nc3ccccc3[nH]2)cc1

assay / compound	17	18	19	20	21	22	23	24
TSHR antag	3	7	1	12	0	7	34	2
CXXC DNA block	9%	3%	6%	-2%	nt	2%	17%	5%
Giardia kill	20	-2	12	-17	4	-4	-18	?
Tb PFK block	0%	0%	-2%	1%	-1%	4%	0%	-29%
Coupling enz	-3	2	11	-1	nt	2	3	3
GALK inh	7%	1%	-1%	10%	nt	0%	0%	11%
hERG WT inh	-4	11	0	-10	-1	-4	-6	-4
A-T KAP1 phos	4%	3%	-4%	0%	-3%	5%	?	4%
BCR signal inh	?	13%	7%	3%	3%	0%	1%	0%
TCR act	0%	7%	1%	-1%	3%	4%	2%	-3%[46.1 µM]

25) O=C1NC(=O)C(CCc2ccncc2)(Cc2ccc([N+](=O)[O-])cc2)C(=O)N1
26) O=C(Cc1ccccc1)N1CCN(Cc2cccnc2)CC1
27) O=C(CCN1C(=O)COc2ccccc21)N1CCC2(CC1)OCCO2
28) O=C(Cn1ncc2ccsc2c1=O)N1CCC2(CC1)OCCO2
29) Cc1ccccc1NC(=O)COC(=O)c1cc(C)n(C2CC2)c1C
30) CC(C)CC12CN3CCN(CC(C3)/C1=N/O)C2
31) Clc1ccc(CCNCc2ccncc2)c(Cl)c1
32) COc1ccc(CNC(=O)Cn2c(=O)oc3cc(S(=O)(=O)N4CCCC4)ccc32)cc1

assay / compound	25	26	27	28	29	30	31	32
TSHR antag	2	-3	1	28	7	8	-2	11
CXXC DNA block	7%	-12%	3%	2%	nt	-4%	2%	61%[activator]
Giardia kill	-24	0	0	-20	-9	-9	-4	-7
Tb PFK block	-4%	-8%	5%	1%	0%	-8%	-10%	2%
Coupling enz	-2	-1	7	3	nt	7	-1	nt
GALK inh	0%	1%	0%	-4%	nt	1%	0%	-6%
hERG WT inh	14	-1	0	-11	-4	-10	26	-5
A-T KAP1 phos	-4%	-6%	-2%	1%	-18%	2%	5%	20%
BCR signal inh	-3%	3%	0%	6%	?	2%	-13%	8%
TCR act	2%[46.1 µM]	-3%	3%	-3%	-7%	3%	-1%	1%

33) N#Cc1ccc(NC(=O)CN2C(=O)NC3(CCCC3)C2=O)cc1Cl
34) COc1ccc(C(=O)C(CN2CCCC2)c2ccccc2)cc1 (configuration not stated)
35) O=C(Nc1ccc2ccccc2c1)c1nn(C23CC4CC(CC(C4)C2)C3)cc1Br
36) O=C1NC(=O)C2(Cc3ccccc3N3CCCC32)C(=O)N1 (configuration not stated)
37) Cc1ccc(/C=N/Nc2nc(Cl)c(Cl)cc2Cl)s1
38) Cn1c(=O)cc(SCC(=O)N2CCC3(CC2)OCCO3)c2ccccc21
39) COc1cccc(NC(=O)CN2CC(c3ccccc3)CC2=O)c1 (configuration not stated)
40) C/C(=N\Nc1cccc2ccccc12)c1c(O)n(Cc2ccccc2)c(=O)[nH]c1=O
41) Cc1cccc(NC(=O)C2CCCN2C(=O)Oc2ccccc2)c1C (configuration not stated)
42) COc1ccc(N2C(=O)NC(=O)C(CCc3ccncc3)(CCc3ccncc3)C2=O)cc1
43) CNC(=O)Oc1cccc2ccccc12

assay / compound	33	34	35	36	37	38	39	40	41	42	43
TSHR antag	5	3	?	-2	-8	4	13	15	5	-7	5
CXXC DNA block	-6%	10%	3%	3%	15%	-9%	-10%	6%	0%	-22%	-2%&-1%
Giardia kill	16	-13	-11	0	24	?	6	-11	22	11	1
Tb PFK block	1%	4%	9%	3%	0%	0%	-5%	-8%	-4%	-5%	0%
Coupling enz	0	0	4	-3	2	0	5	-18	2	2	-5
GALK inh	3%	9%	0%	1%	-1%	0%	2%	0%	2%	-1%	-2%
hERG WT inh	-1	-1	-11	-6	-5	3	2	-2	2	25	-2
A-T KAP1 phos	4%	32%	4%	-5%	2%	2%	-2%	0%	-1%	-1%	-11%
BCR signal inh	-5%	?	4%	?	?	-16%	13%	-1%	?	3%	?
TCR act	-1%	-6%	0%	-7%	1%	6%	-20%	-6%[46.1 µM]	-7%[46.1 µM]	2%[46.1 µM]	10%

Screens as filed in PubChem BioAssay.
